SENP8 block: SENP8 protease inhibition; inhibition, % at 10 µM; 1.2% of 330,000 active; purified SENP8, Z-RLRGG-aminoluciferin cleavage, luminescence; Q96LD8; AID 2540
Target sequence (Q96LD8 whole entry, looked up): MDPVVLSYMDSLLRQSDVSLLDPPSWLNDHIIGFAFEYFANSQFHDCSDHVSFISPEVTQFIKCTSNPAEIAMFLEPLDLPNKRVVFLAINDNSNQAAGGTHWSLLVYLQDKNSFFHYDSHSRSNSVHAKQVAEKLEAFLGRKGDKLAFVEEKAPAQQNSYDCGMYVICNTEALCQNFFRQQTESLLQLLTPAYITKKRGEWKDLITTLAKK
UBC13 inh: human UBC13 polyubiquitination inhibition | P61088 | UBC13 polyubiquitin chain formation, TR-FRET | inhibition, % at 20 µM | 0.47% of 330,000 active; in the data active = inhibition above about 45%, passing the limit was not always enough
Gli-Sufu block: antagonists of Gli-Sufu signaling; Sufu-KO-LIGHT fibroblasts, Gli luciferase reporter luminescence; inhibition, % at 5 µM; 0.74% of 340,000 active; AID 588413;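 active = inhibition above about 55%, limit read from the data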;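 note: 0% = DMSO-treated cells and 100% = wells with medium but no cells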
697 NFkB inh: lowers PMA/ionomycin-induced NF-kB signal in 697 B cells | inhibition, % at 4 µM | AID 435022 | 0.33% of 330,000 active | 697 B-cell NF-kB luciferase reporter, 16 h; in the data active = inhibition above about 35%
EBI2 antag: EBI2 (human) antagonism; P32249; EBI2 beta-arrestin recruitment, luminescence, 7a,25-OHC stimulated; inhibition, % at 5 µM; 0.81% of 360,000 active; in the data active = inhibition above about 38%;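 note: enzyme fragment complementation signal reports receptor beta-arrestin coupling in cells; 0% = agonist plus DMSO wells and 100% = wells without agonist; some results beyond the cut were filed as inactive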
Target sequence (P32249 whole entry, looked up, the tested form may be a part): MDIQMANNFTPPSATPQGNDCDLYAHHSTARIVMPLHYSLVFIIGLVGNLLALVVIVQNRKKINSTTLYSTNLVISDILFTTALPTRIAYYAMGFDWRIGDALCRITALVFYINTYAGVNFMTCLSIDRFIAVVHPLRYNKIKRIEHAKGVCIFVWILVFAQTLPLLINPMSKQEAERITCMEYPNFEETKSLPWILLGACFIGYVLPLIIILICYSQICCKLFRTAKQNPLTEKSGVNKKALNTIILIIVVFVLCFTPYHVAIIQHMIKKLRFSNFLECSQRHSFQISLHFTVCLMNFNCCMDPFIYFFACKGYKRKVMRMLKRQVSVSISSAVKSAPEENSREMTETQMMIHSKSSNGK
CCR6 antag: CCR6 (human) receptor antagonism; P51684; CHO-K1 CCR6 PathHunter beta-arrestin, luminescence, CCL20-stimulated; inhibition, % at 20 µM; 0.49% of 340,000 active; AID 493098;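 active = compounds whose inhibition of the agonist-driven luminescence signal at 20 µM reaches about 50%, limit read from the data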;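 note: cells stimulated with CCL20 at 14 nM final; plate controls were DMSO with CCL20 for no effect and DMSO without agonist for full effect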
Target sequence (P51684 whole entry, looked up): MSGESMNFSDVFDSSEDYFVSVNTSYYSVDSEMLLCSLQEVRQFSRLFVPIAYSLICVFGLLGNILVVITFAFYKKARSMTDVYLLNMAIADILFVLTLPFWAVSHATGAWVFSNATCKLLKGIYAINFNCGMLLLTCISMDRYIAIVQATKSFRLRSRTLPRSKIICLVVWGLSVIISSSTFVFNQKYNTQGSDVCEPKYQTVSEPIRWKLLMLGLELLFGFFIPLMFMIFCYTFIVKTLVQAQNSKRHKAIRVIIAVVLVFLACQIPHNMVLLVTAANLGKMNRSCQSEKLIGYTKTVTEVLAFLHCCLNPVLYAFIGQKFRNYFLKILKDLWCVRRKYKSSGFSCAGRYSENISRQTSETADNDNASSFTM
Jurkat NFkB inh: lowers PMA/ionomycin-induced NF-kB signal in Jurkat cells; PMA/ionomycin-induced NF-kB luciferase reporter, luminescence; inhibition, % at 4 µM; 0.53% of 330,000 active; AID 435003
Apaf1 inhib: blocks human Apaf-1 apoptosome activity. reconstituted apoptosome caspase-3 activity, DEVD-Rh110 fluorescence. inhibition, % at 20 µM. 0.71% of 330,000 active; active = inhibition of at least 40% at 20 µM;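 note: plate controls were DMSO wells for no effect and DEVD-CHO caspase inhibitor wells for full effect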
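System: reconstituted apoptosome with Apaf-1, cytochrome c, caspase-9, procaspase-3, dATP; Signal: Rh110 fluorescence intensity; Schedule: 30 min compound preincubation, 50 min activation, room temperature; Reagent: cytochrome c trigger plus (Z-DEVD)2-Rh110 caspase-3 substrate.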
* hit, by the source's call; . = no result given. Cut-off read from the data, not from the text of the source, unless noted: active = inhibition above about 50%; inactive = the rest.

Assay codes – A = SENP8 block; B = UBC13 inh; C = Gli-Sufu block; D = 697 NFkB inh; E = EBI2 antag; F = CCR6 antag; G = Jurkat NFkB inh; H = Apaf1 inhib
1: CCCOc1ccc(/C(O)=C2/C(=O)C(=O)N(CCOC)C2c2cccnc2)cc1 (stereo not drawn)
  A: -4; B: -4; C: .; D: -4; E: .; F: .; G: -4; H: 4

2: CC(C)(C)n1nnnc1C(c1cc2cc3c(cc2[nH]c1=O)OCCO3)N1CCSCC1 (stereo not drawn)
  A: -1; B: 4; C: -8; D: 10; E: 10; F: 6; G: -3; H: -12

3: CCOC(=O)Cc1csc(NC(=O)CSc2nnc(-c3ccc(C)cc3)o2)n1
  A: -3; B: 0; C: 26; D: -5; E: -12; F: -5; G: 1; H: -7

4: Cc1ccc(C(=O)N/C(=C\c2ccc(F)cc2)C(=O)NCCN2CCOCC2)cc1
  A: 3; B: 6; C: -13; D: -10; E: -12; F: 11; G: 0; H: -1

5: Nc1ccccc1-c1nnc(-c2ccccc2N)n1N
  A: 2; B: 2; C: 30; D: -33; E: -13; F: 9; G: -26; H: -6

6: O=C(O)Cc1cc2c(s1)CCCCC2
  A: -5; B: 7; C: 2; D: 20; E: 8; F: 9; G: -3; H: -2

7: O=C(O)CCCN=CC1=C(O)C(C(=O)c2ccccc2)CCC1=O (stereo not drawn)
  A: 0; B: -8; C: 0; D: -10; E: -6; F: -6; G: -11; H: -13

8: CC(C)Cc1ccc(CN2CCCC(NC(=O)c3ccoc3)C2)cc1 (stereo not drawn)
  A: 6; B: 0; C: 25; D: -7; E: -1; F: 17; G: 1; H: 15

9: O=C1NC(=Nc2ccccc2)S/C1=C/c1cccnc1
  A: -7; B: -11; C: -3; D: -8; E: 33; F: 4; G: 4; H: 3

10: CCn1c(SCc2ccc(F)cc2)nnc1C1CCN(S(=O)(=O)c2ccc(OC)cc2)CC1
  A: -5; B: 24; C: 11; D: -22; E: 5; F: 2; G: -4; H: 22

11: Cc1cccc(CCNS(=O)(=O)c2ccc3c(c2)NC(=O)CS3)c1
  A: -4; B: -6; C: -15; D: -30; E: -1; F: -12; G: 12; H: 9

12: O=C(Cn1c(=O)oc2cc(S(=O)(=O)NCc3ccccc3)ccc21)N1CCCC1
  A: -7; B: -21; C: 2; D: -26; E: 4; F: 9; G: -8; H: -2

13: CC(C)(C)c1ccc(C(=O)C=[N+]=[N-])cc1
  A: -4; B: 9; C: 2; D: 10; E: -3; F: 12; G: 4; H: -12

14: CCOc1cc(/C=N/NC(=O)CSc2nnc(C)s2)ccc1OCc1ccccc1Cl
  A: 1; B: -14; C: -3; D: -9; E: 16; F: 8; G: -6; H: 26

15: O=C(c1ccc(F)cc1)c1cnc(Nc2ccccc2)s1
  A: -13; B: -6; C: -64; D: -176; E: 2; F: -4; G: -111; H: 8

16: Cc1cccc(NC(=O)NC(C)C(c2ccccc2)N2CCN(C)CC2)c1 (stereo not drawn)
  A: -8; B: 1; C: 9; D: 23; E: 2; F: -8; G: -3; H: 1

17: CC(C)(C)C1CCC(=O)N(CCOc2ccccc2)CC1 (stereo not drawn)
  A: 5; B: 9; C: -43; D: -28; E: 52*; F: 0; G: -14; H: 15

18: CC1Sc2ccc(S(=O)(=O)CCC(=O)NC3CCCC(C)C3C)cc2NC1=O (stereo not drawn)
  A: 0; B: -2; C: 3; D: -25; E: -4; F: 5; G: 4; H: 14

19: O=C(NCC1CCCN(Cc2ccc3c(c2)OCCO3)C1)c1ccc2c(c1)OCO2 (stereo not drawn)
  A: -1; B: 5; C: 10; D: 8; E: 0; F: -6; G: -12; H: -8

20: COC(=O)CC1C(=O)NCCN1C(=S)Nc1cc(C)cc(C)c1 (stereo not drawn)
  A: 4; B: -2; C: -4; D: 3; E: -7; F: -3; G: -12; H: -13

21: CCCn1nc(C(=O)OCC(=O)Nc2ccc(C(N)=O)cc2)c2ccccc2c1=O
  A: 2; B: 18; C: 0; D: 6; E: -11; F: -4; G: 7; H: -3

22: COc1cc(/C=N/n2c(C)nnc2C)cc(OC)c1OC
  A: 13; B: 0; C: 2; D: 7; E: -4; F: 26; G: -2; H: -4

23: C=CCNC(=S)N/N=C/c1ccc(OCc2ccccc2Cl)cc1
  A: 0; B: 10; C: -1; D: 23; E: -4; F: 0; G: 2; H: -10

24: COc1cc(C(c2c(C)n(C)n(-c3ccccc3)c2=O)c2c(C)n(C)n(-c3ccccc3)c2=O)cc(Br)c1O
  A: -4; B: -12; C: 10; D: -1; E: -2; F: 12; G: -7; H: 1

25: CCN(CC)CCn1cnc2c1c(=O)n(CCOC(=O)c1cc(OC)c(OC)c(OC)c1)c(=O)n2C
  A: -5; B: -2; C: 15; D: 1; E: -3; F: -3; G: -8; H: -7

26: CCCCCn1c(N2CCC(C(N)=O)CC2)nc2c1c(=O)[nH]c(=O)n2C
  A: -6; B: -7; C: 2; D: -15; E: -2; F: 13; G: -12; H: 19

27: COC(=O)c1cc(NC(=O)CSc2nnc(N)s2)ccc1Cl
  A: -6; B: 0; C: -6; D: 0; E: -14; F: 4; G: -18; H: -2

28: COCCn1c(=NC(C)=O)sc2cc([N+](=O)[O-])ccc21
  A: 1; B: 0; C: -9; D: 7; E: -1; F: -2; G: 17; H: 3

29: CCC1(c2ccc(F)cc2)NC(=O)N(CC(=O)Nc2ccc(N3CCCCC3)cc2)C1=O (stereo not drawn)
  A: -7; B: 1; C: 1; D: -2; E: -4; F: -3; G: -16; H: 18

30: C[C@H](NC(=O)c1nc[nH]c1C(=O)NC1CCN(C(=O)OC(C)(C)C)CC1)C(=O)OCc1ccccc1
  A: 1; B: 5; C: -4; D: 6; E: 9; F: -1; G: -7; H: 21

Record cards (already shown).
Profile of C=CCNC(=S)N/N=C/c1ccc(OCc2ccccc2Cl)cc1 → SENP8 block: 0; UBC13 inh: 10; Gli-Sufu block: -1; 697 NFkB inh: 23; EBI2 antag: -4; CCR6 antag: 0; Jurkat NFkB inh: 2; Apaf1 inhib: -10
Profile of CCCCCn1c(N2CCC(C(N)=O)CC2)nc2c1c(=O)[nH]c(=O)n2C → SENP8 block: -6; UBC13 inh: -7; Gli-Sufu block: 2; 697 NFkB inh: -15; EBI2 antag: -2; CCR6 antag: 13; Jurkat NFkB inh: -12; Apaf1 inhib: 19

Other results:
Assay codes – A = SENP8 block; B = UBC13 inh; C = Gli-Sufu block; D = 697 NFkB inh; E = EBI2 antag; F = CCR6 antag; G = Jurkat NFkB inh; H = Apaf1 inhib
31: CN(C)S(=O)(=O)Oc1cccc(C(=O)Nc2cccc(Cl)c2)c1
  A: 76*; B: 6; C: -30; D: -59; E: 11; F: 7; G: -83; H: 18

32: CCCCOCCCNC(=O)N[C@@H](CC(C)C)C(=O)O
  A: 3; B: -3; C: 0; D: 7; E: -1; F: 4; G: -4; H: -12

33: O=C(O)/C=C/C(=O)N1CCN(C(=O)/C=C/C(=O)O)CC1
  A: 6; B: -5; C: 9; D: 15; E: -3; F: 11; G: 15; H: -5

34: COc1cc(NC(=O)c2ccccc2F)ccc1NC(=O)c1ccccc1Cl
  A: 1; B: 1; C: -10; D: -17; E: 11; F: 14; G: -15; H: 9

35: Cc1cc(Cl)ccc1OCC(=O)Nn1c(C)ccc1C
  A: 11; B: 2; C: -4; D: -1; E: 1; F: 13; G: -1; H: 8

36: CC(C)(C)C(=O)CN1CCN(C2c3ccccc3-c3ccccc32)CC1
  A: 9; B: 3; C: 9; D: -6; E: 8; F: -11; G: -1; H: 6

37: CN(C)c1ccc(C(=O)OCc2ccccc2)cc1
  A: -17; B: 6; C: -39; D: -34; E: 10; F: 11; G: -28; H: 18

38: Cc1cc(C)c(S(C)(=O)=O)c(Oc2ccccc2C)n1
  A: -2; B: 7; C: -5; D: 0; E: -12; F: -15; G: 1; H: -3

39: O=Cc1ccc(Cl)c(Cl)c1
  A: 2; B: 7; C: -12; D: 16; E: 3; F: -18; G: 18; H: -3

40: Cc1ccc(S(=O)(=O)NCC(=O)OCC(=O)Nc2cccc(S(=O)(=O)NC3=NCCCCC3)c2)cc1C
  A: -2; B: 0; C: -1; D: 15; E: 10; F: 9; G: 2; H: -4

41: C=CCn1c(-c2ccccc2)c[nH]c1=S
  A: 12; B: 4; C: -62; D: -72; E: -1; F: 0; G: -56; H: 9

42: Oc1ccccc1/C=N/NC1=NCCCCC1
  A: -9; B: -3; C: -55; D: -78; E: 3; F: 5; G: -89; H: 3

43: Cc1ccc(CN(C)C(=O)c2cccc(S(=O)(=O)N3CCc4ccccc43)c2)cc1
  A: 2; B: 6; C: -5; D: 16; E: 18; F: 22; G: -9; H: 19

44: CCN(CC)S(=O)(=O)c1cccc(C(=O)OCC(=O)Nc2ccccc2OC(F)F)c1
  A: 8; B: 10; C: -9; D: 9; E: 19; F: -22; G: 1; H: 10

45: COc1ccc(CCNC(=O)c2cccc3ccccc23)cc1OC
  A: -13; B: -9; C: 7; D: 3; E: 0; F: -2; G: -2; H: 9

46: COc1cccc(NC(=O)CNC(=O)c2cccs2)c1
  A: -11; B: -6; C: 0; D: 0; E: 1; F: -8; G: -13; H: 5

47: Cc1ccc(C(=O)Nc2cccc(-c3ccc(N4CCOCC4)nn3)c2)cc1
  A: -10; B: -2; C: -65; D: -74; E: 4; F: 9; G: -69; H: 16

48: CC(=O)NCCc1nc(-c2ccc(Cl)cc2)no1
  A: -8; B: 5; C: -16; D: -2; E: 5; F: 5; G: 0; H: 6

49: COc1ccc(C2Nc3ccccc3C(=O)N2NS(=O)(=O)c2ccc(C)cc2)c(OC)c1 (stereo not drawn)
  A: 2; B: 11; C: -21; D: -12; E: 7; F: 6; G: -4; H: 9

50: Cc1cccc(-c2nnc(SCC(=O)NC3CC3)n2C)c1
  A: 4; B: -2; C: 1; D: 23; E: 4; F: 12; G: 11; H: -19

51: N#Cc1c(-c2ccc(Br)cc2)nc2n(c1=O)CCCS2
  A: -12; B: 9; C: -13; D: 7; E: -2; F: 8; G: 0; H: 12

52: CCCNc1c(NC(=O)C2CCC(C)CC2)c(=O)oc2ccccc12 (stereo not drawn)
  A: -7; B: -3; C: 5; D: -4; E: 6; F: 8; G: -11; H: -3

53: Cc1cccc(CS(=O)(=O)Cc2ccc(C(=O)NCc3ccco3)o2)c1
  A: -9; B: -9; C: 4; D: -23; E: 1; F: -33; G: 3; H: 1

54: Cc1ccc(C)c(N2CCN(S(=O)(=O)c3ccc(-c4cc(C)no4)s3)CC2)c1
  A: -4; B: 6; C: 5; D: -7; E: 0; F: 20; G: 1; H: 5

55: CC(=O)NCC(O)c1ccc([N+](=O)[O-])cc1 (stereo not drawn)
  A: 3; B: 2; C: 0; D: 9; E: 11; F: 1; G: -15; H: -8

Three entries from above in a different format.
53	Cc1cccc(CS(=O)(=O)Cc2ccc(C(=O)NCc3ccco3)o2)c1
  SENP8 block: -9
  UBC13 inh: -9
  Gli-Sufu block: 4
  697 NFkB inh: -23
  EBI2 antag: 1
  CCR6 antag: -33
  Jurkat NFkB inh: 3
  Apaf1 inhib: 1

54	Cc1ccc(C)c(N2CCN(S(=O)(=O)c3ccc(-c4cc(C)no4)s3)CC2)c1
  SENP8 block: -4
  UBC13 inh: 6
  Gli-Sufu block: 5
  697 NFkB inh: -7
  EBI2 antag: 0
  CCR6 antag: 20
  Jurkat NFkB inh: 1
  Apaf1 inhib: 5

55	CC(=O)NCC(O)c1ccc([N+](=O)[O-])cc1 (stereo not drawn)
  SENP8 block: 3
  UBC13 inh: 2
  Gli-Sufu block: 0
  697 NFkB inh: 9
  EBI2 antag: 11
  CCR6 antag: 1
  Jurkat NFkB inh: -15
  Apaf1 inhib: -8

Bioassay records (PubChem)

An excerpt (hit frequency here may not be typical).
